EP2 antag: EP2 receptor (human) inhibition | C6 glioma cells expressing human EP2, cAMP TR-FRET; cells stimulated with saturating PGE2 | inhibition, % at 25 µM | 260,000 compounds, 0.52% hits | AID 1422;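 active = percent inhibition above 40 after rounding to a whole number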;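 note: rat C6 glioma host cells with rolipram phosphodiesterase inhibitor present; the protocol text gives 20 µM as final concentration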
PPC-1+TRAIL kill: kills PPC-1 cancer cells in the presence of TRAIL; PPC-1 cells + TRAIL, ATPLite viability luminescence; cell killing (% activity), % at 4 µM; 220,000 compounds, 0.41% hits; AID 1443;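 active = cell killing above 50% in the first pass at 4 µM, then a duplicate retest at 5 µM averaging 50% or more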;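 note: plate controls were cells with TRAIL plus DMSO for no effect and medium-only wells lacking cells for full effect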
Wee1 stabilizer: human Wee1 degradation inhibition, primary screen. AID 1321. 220,000 compounds, 1.2% hits. reporter increase, % at 5 µM. HeLa Luc-Wee1K328M stability, luciferase luminescence; 100% = proteasome inhibitor MG132 effect;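 active = activation above the mean of all tested compounds plus 3 SD, set per screening run, cut at about 8.8% in these data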;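 note: cells exposed to compound for 20 h before luminescence read; 0% = DMSO alone and 100% = MG132 at 30 µM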
CHOP inh: CHOP inhibition in unfolded protein response; inhibition, % at 10 µM; 220,000 compounds, 3.8% hits; CHO-K1 CHOP-promoter luciferase, tunicamycin-induced, 15-18 h; AID 2732;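 active = compounds that reduced the stress-induced luciferase reporter signal by more than about 70% of percent inhibition, limit read from the data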;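 note: 0% = tunicamycin plus vehicle and 100% = wells without tunicamycin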
FXIa inh: factor XIa (human) inhibition. purified FXIa, Boc-Glu-Ala-Arg-AMC fluorogenic substrate. inhibition, % at 5 µM. 220,000 compounds, 0.14% hits. AID 798;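 active = inhibition of at least 40%; inactive = inhibition below 40%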;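 note: fluorescence of freed AMC excited at 355 nm; 0% = enzyme without compound and 100% = no enzyme blank; many of its hits are not listed in these tables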
Tb hexokinase: T. brucei hexokinase 1 inhibition | recombinant TbHK1, G6PDH-coupled NADH A340 | inhibition, % at 10 µM | 220,000 compounds, 0.11% hits;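 active = inhibition of 50% or more in the single-dose primary screen; inactive = inhibition below 50%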
FXIIa inh: factor XIIa (human) inhibition; P00748; purified FXIIa, Boc-QGR-AMC fluorogenic substrate, 2 h; inhibition, % at 5 µM; 220,000 compounds, 0.3% hits; in the data active = inhibition above about 40%;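 note: 0% = enzyme with no compound and 100% = blank without enzyme; many of its hits are not listed in these tables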
Target sequence (P00748 20-372 limits assumed): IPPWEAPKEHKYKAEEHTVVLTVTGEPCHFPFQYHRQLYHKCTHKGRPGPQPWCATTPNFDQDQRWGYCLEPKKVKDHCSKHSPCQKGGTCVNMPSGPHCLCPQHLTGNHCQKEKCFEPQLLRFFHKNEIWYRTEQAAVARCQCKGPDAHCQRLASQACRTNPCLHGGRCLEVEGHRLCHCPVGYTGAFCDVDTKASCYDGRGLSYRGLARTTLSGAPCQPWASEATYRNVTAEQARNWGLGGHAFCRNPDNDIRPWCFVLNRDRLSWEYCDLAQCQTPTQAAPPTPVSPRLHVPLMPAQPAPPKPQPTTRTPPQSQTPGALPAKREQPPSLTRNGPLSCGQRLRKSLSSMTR
Target sequence (P00748 373-615 limits assumed): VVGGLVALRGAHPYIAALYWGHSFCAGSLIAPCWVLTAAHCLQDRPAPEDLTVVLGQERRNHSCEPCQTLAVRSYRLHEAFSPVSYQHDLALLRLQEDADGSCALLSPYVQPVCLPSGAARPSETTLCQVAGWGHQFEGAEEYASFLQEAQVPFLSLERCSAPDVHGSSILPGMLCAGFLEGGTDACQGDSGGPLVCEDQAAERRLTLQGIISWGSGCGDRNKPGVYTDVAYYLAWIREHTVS
L929 necroptosis: blocks zVAD induced death of L929 cells; L929 zVAD necroptosis rescue, ATP luminescence, 24 h; with zVAD 60 µM; viability rescue, % at 10 µM; 220,000 compounds, 0.38% hits; AID 1377;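 active = activation, scaled between plate controls, above about 75%, limit read from the data; inactive = activation under that limit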;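 note: 0% = zVAD with DMSO and 100% = DMSO alone without zVAD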
TNF death inh: TNF-alpha cell death inhibition in Jurkat FADD-/- cells | Jurkat FADD-/- TNF necroptosis rescue, ATP luminescence, 24 h; 0 = TNF only, 100 = no-TNF cells | activation (protection from cell death), % at 10 µM | 220,000 compounds, 0.068% hits;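 active = activation, meaning protection from cell death, of at least 50% relative to plate controls; inactive = activation below 50%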;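 note: necroptosis triggered by 40 ng/mL TNF-alpha added together with compound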
* = called active by the depositor; . = not tested or not shown; & = joins results of further samples.

SMILES,EP2 antag,PPC-1+TRAIL kill,Wee1 stabilizer,CHOP inh,FXIa inh,Tb hexokinase,FXIIa inh,L929 necroptosis,TNF death inh
O=C(NCc1ccccc1)N1CCOCC1,5,2,-2,7,5,-5,8,0.8,5.2
CCCC(C)C(=O)Nc1ccc(S(=O)(=O)Nc2nccs2)cc1 (stereo not given),8,.,-1,21,-3,1,9,0.7,1.3
Cc1ccc(NS(=O)(=O)c2cccc(C(=O)NNC(=O)NC3CCCCC3)c2)c(C)c1,13,23,0,6,1,6,11,0.5,0.2
COc1cc(NC(c2ccccc2)c2ccccc2)cc(OC)c1OC,-1,17,-2,-6,11,7,15,-1.2,-1.1
COCCNC(=O)c1cc(C)ccc1C,6,1,-2,5,-6,-6,2,1.0,-0.5
Cc1sc(NC(=O)C2CCCC2)c(C#N)c1C,10,-6,-2,16,-4,-4,4,-0.2,2.0
CC(=O)c1c(N2CCN(c3cccc(Cl)c3)CC2)nc(=S)n(-c2ccccc2)c1C,12,12,1,51,1,-13,5,-0.3,-1.6
CC(Sc1nc(NCc2ccccc2)nc(N2CCOCC2)n1)C(=O)Nc1ccccc1 (stereo not given),9,5,8,45,2,3,19,-0.6,3.1
COc1ccc(N2CCN(S(=O)(=O)c3ccc(Cl)c(C(F)(F)F)c3)CC2)cc1,4,-11,1,50,-14,0,-2,-0.2,-0.6
Cc1ccc(N(C(=O)Cc2cccs2)C2C=CS(=O)(=O)C2)cc1Cl (stereo not given),3,3,0,-25,-4,11,1,-0.1,1.3
COc1ccnc(N=CNOCc2ccc(C)cc2)c1C#N,8,7,0,-34,-4,0,19,0.6,-0.5
CCCOc1ccccc1N1C(=O)CC(N2CCOCC2)C1=O (stereo not given),2,-2,-1,2,3,14,18,2.0,1.3
Cc1ccc(/C=N/NC(=O)c2cccc(S(=O)(=O)Nc3ccccc3Cl)c2)s1,10,-2,0,-8,6,-25,2,0.1,1.0
COC(=O)CSc1nc(C)cc(Oc2ccccc2)n1,10,5,1,12,4,2,10,1.4,0.2
O=C(CSCc1ccc(Cl)cc1)Nc1ccccc1O,15,-8,-1,36,-6,-3,-7,3.1,7.1
O=C(CN1CCCc2ccccc21)N/N=C/c1c(O)ccc2ccccc12,10,39,-1,43,1,-8,-2,6.0,-8.9
CC(C)Sc1nc2ccccc2n1CC(=O)O,8,14,-4,7,-3,-4,3,11,0.9
CCN1CCCC1CNCC(=O)Nc1ccc(OC(F)(F)F)cc1 (stereo not given),4,7,-3,13,-1,0,11,-0.2,3.1
NC(=O)CSc1ncnc2c1nnn2Cc1ccc(F)cc1,7,-4,-3,-7,6,10,28,-1.4,-0.9
CCO[C@H]1OC(C(=O)N2CCN(Cc3ccc4c(c3)OCO4)CC2)=C[C@@H](c2ccc(C(F)(F)F)cc2)[C@@H]1CCCO,10,-9,0,13,0,-9,12,1.2,-0.3
NC(=O)c1ccc(N=Nc2c(-c3ccccc3)[nH]n(-c3ccccc3)c2=O)cc1,-3,9,-3,-36,4,0,12,-0.9,-0.3
CC(=O)NCCSC(=O)c1ccc(F)cc1,.,2,2,7,-7,0,-4,0.0,-0.2
Cc1nn(Cc2c(F)c(F)c(F)c(F)c2F)c(C)c1NC(=O)c1ccc(COc2ccc(Cl)cc2Cl)o1,6,26,-1,70*,3,-3,7,.,-9.7
Nc1nonc1-n1nnc(C(=O)N/N=C/c2cccc(Cl)c2)c1CSc1ccccc1,9,9,0,54,3,-5,14,2.0,2.3
O=C(NN1c2ccccc2CCc2ccccc21)c1ccccc1Br,9,12,1,76*,2,-6,13,-0.1,-4.1
COC(=O)c1cc(C)sc1NC(=S)N1CCN(CCc2ccccc2)CC1,12,12,1,10,-3,-8,-1,0.0,0.4
O=C(O)CCc1ccc(-c2ccccc2)n1Cc1ccco1,10,16,2,10,17,7,26,1.1,0.8
COc1ccc(C2C(C(=O)N3CCC(C(N)=O)CC3)CC(=O)N2c2ccc(OC)cc2)cc1 (stereo not given),1,7,-2,13,-1,-2,3,1.3,1.0
N#C/C(=C\c1ccc(N2CCOCC2)o1)C(=O)Nc1ccc(O)cc1,6,22,0,-29,4,7,9,1.6,-7.3
CCOc1cc(C2NC(=O)NC(c3ccccc3)=C2C(=O)c2ccccc2)c(Br)cc1OCC(=O)O (stereo not given),7,24,-1,-5,-4,-20,4,4.1,0.4
CC(C)OP(=O)(OC(C)C)/C(C=O)=N\Nc1ccc([N+](=O)[O-])cc1,6,-7,0,-9,2,-10,11,-0.9,0.0
O=C(/C=C/NNC(=O)c1ccc(Cl)cc1)c1ccccc1,9,4,-2,11,-2,-1,6,5.5,5.0
CCOC(=O)Cc1ccc(NC(=O)c2ccc([N+](=O)[O-])cc2)cc1,5,22,-1,32,-6,-5,-7,0.9,-1.1
O=C1N=C(c2ccccc2)S/C1=C\c1cccs1,8,-1,1,1,35,-12,36,0.0,-2.0
CC(=O)Nc1ccc(C(=O)N(C)C(C(=O)Nc2ccc(C)cc2)c2ccccn2)cc1 (stereo not given),7,15,2,-30,8,0,15,0.9,0.9
COc1cccc(OCC(O)CN(CCO)Cc2ccccc2)c1 (stereo not given),14,5,-1,3,3,-9,-1,0.7,-1.3
CC(C)OCCCNC(=O)C(=O)N/N=C/c1ccc(OCc2ccccc2)cc1,9,16,-2,-17,5,-18,6,-0.2,1.4
CCN(c1ccccc1)S(=O)(=O)c1ccc(OCc2c(C)noc2C)cc1,13,13,1,9,4,6,10,0.2,2.1
COC1CCCN(C(=O)c2ccc(OC3CCN(CCc4ccccc4)CC3)cc2)C1 (stereo not given),7,2,-4,-7,-1,-15,3,-0.4,2.7
CCCCC(NC(=O)c1ccc(Cl)cc1)C(=O)O (stereo not given),3,21,1,-7,-1,12,3,0.4,-0.4
COc1ccc(-c2noc(CN3CCOCC3)n2)cc1OC,6,5,0,-4,5,-3,19,0.0,0.0
O=C(c1ccc(-c2cc(Cl)ccc2Cl)o1)N1CCOCC1,6&3,.,1,8,2,-1,16,3.1,-0.1
COc1ccc(Cc2nnc(NC(=O)c3ccco3)s2)cc1OC,11,9,2,23,1,-10,2,0.1,-1.2
COC(=O)Cn1c(CN2CCN(c3ccc(F)cc3)CC2)nc2c1c(=O)n(C)c(=O)n2C,7,2,.,38,-7,-7,-5,-0.3,-7.3
CC1(C)CC(=O)c2cc(C(=O)N3CCCC(C)(C)C3)c(=O)n(-c3ccccc3)c2C1,0,-20,-1,-11,3,-7,12,0.5,0.6
Cc1ccc(NS(=O)(=O)c2ccc(C)c(NC(=O)COc3ccc4ccccc4c3)c2)c(C)c1,4,13,1,23,0,6,2,1.0,-0.6
N#CCCN(Cc1cccs1)C(=O)c1ccc(Cl)cc1,8,6,-3,7,3,-5,10,0.3,1.1
CCCn1c(N)c(Br)c(=O)[nH]c1=O,8,-4,1,-6,3,4,11,0.1,0.9
COCCCN1C(=O)C(=O)/C(=C(/O)c2ccc(OC)cc2)C12C(=O)N(C)c1ccccc12 (stereo not given),15,2,1,9,-3,-22,7,-0.4,-0.4
CCc1cc(=O)n2[nH]c(C)c(-c3ccccc3OC)c2n1,15&12,5,0,29,3,-2,17,0.3,1.0
CCOC(=O)C1CCCN(Cc2cccc(Cl)c2)C1 (stereo not given),5,0,-2,37,-2,-3,5,-0.1,-0.1
CC(=O)c1cc(C)ccc1OC(=O)c1cccnc1,12,26,-1,4,13,4,23,-0.1,-0.8
CCN(CC)S(=O)(=O)c1cc(NS(=O)(=O)c2ccccc2)ccc1C,5,-10,-2,11,5,36,6,0.5,0.6
O=S(=O)(c1ccc(NC(=S)Nc2ccc3c(c2)OCO3)cc1)N1CCOCC1,5,22,4,13,-4,5,-7,1.4,2.3
COc1cc(/C=N/NC(N)=S)cc(Br)c1OCc1ccccc1F,7,18,1,32,8,-7,9,-0.4,-10.0
COc1ccc(CCCc2nnc(SCC(=O)Nc3ccc(OC)cc3)o2)cc1,4,7,2,5,-5,-4,5,1.9,1.8
COc1ccc(N2C(=O)CC(N3CCN(c4ccc(C(=O)c5cccnc5)cc4)CC3)C2=O)cc1 (stereo not given),3,-7,-3,30,0,-28,2,0.2,0.5
COc1ccccc1NC(=S)N(Cc1cccnc1)Cc1ccco1,7,4,3,8,3,1,10,0.1,-0.9
C=CCNC(=O)/C(C#N)=C\c1cc(Cl)c(O)c(OCC)c1,8,17,0,-1,8,-3,8,-0.8,0.3
CC(C)(C)c1cc(C(=O)NCc2ccccc2)ccn1,8,.,-2,26,2,2,9,0.3,-1.8

Compound profiles, from the list above.
Entry for COc1cc(/C=N/NC(N)=S)cc(Br)c1OCc1ccccc1F → EP2 antag = 7; PPC-1+TRAIL kill = 18; Wee1 stabilizer = 1; CHOP inh = 32; FXIa inh = 8; Tb hexokinase = -7; FXIIa inh = 9; L929 necroptosis = -0.4; TNF death inh = -10.0
Entry for CC(C)(C)c1cc(C(=O)NCc2ccccc2)ccn1 → EP2 antag = 8; PPC-1+TRAIL kill = .; Wee1 stabilizer = -2; CHOP inh = 26; FXIa inh = 2; Tb hexokinase = 2; FXIIa inh = 9; L929 necroptosis = 0.3; TNF death inh = -1.8

(continued)
SMILES,EP2 antag,PPC-1+TRAIL kill,Wee1 stabilizer,CHOP inh,FXIa inh,Tb hexokinase,FXIIa inh,L929 necroptosis,TNF death inh
O=C(Nn1cnnc1)c1ccccc1CCc1ccccc1,14,13,-2,-29,0,5,8,-0.2,-0.7
CC1(C)C=Cc2c(c3ccccc3[nH]c2=O)O1,9,2,-1,30,4,-14,-2,0.4,-1.4
CC(c1ccccc1C(O)(c1ccccc1)c1ccccc1)N(C)C (stereo not given),14,-4,-3,32,9,26,9,2.0,4.8
C=CCc1c(C)[nH]c(=O)[nH]c1=O,2,19,-2,-16,-4,-2,5,2.4,0.2

Screens as filed in PubChem.

Only part of the results is shown. The share of hits here may be higher or lower than overall.
